Bioassay records (PubChem BioAssay)
UGM FP inh – Mtb UDP-galactopyranose mutase inhibition; inhibition, % at 10 µM; hit rate 0.06% among 320,000; purified UGM, fluorescence polarization probe displacement; in the data active = inhibition above about 10%, passing the limit was not always enough
Target sequence (P9WIQ1 whole entry, looked up): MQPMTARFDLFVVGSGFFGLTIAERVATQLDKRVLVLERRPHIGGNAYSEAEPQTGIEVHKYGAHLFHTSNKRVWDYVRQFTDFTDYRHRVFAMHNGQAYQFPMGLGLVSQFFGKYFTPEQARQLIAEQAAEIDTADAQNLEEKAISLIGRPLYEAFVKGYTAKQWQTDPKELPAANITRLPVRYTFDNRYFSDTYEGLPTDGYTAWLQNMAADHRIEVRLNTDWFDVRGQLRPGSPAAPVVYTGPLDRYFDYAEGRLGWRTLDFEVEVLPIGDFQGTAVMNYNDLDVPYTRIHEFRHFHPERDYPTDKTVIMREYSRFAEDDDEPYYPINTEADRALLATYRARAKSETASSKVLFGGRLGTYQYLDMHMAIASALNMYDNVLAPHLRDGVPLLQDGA
BoNT-F LC inh – BoNT F light chain protease inhibition; Multiplex microsphere protease cleavage assay, flow cytometry; inhibition, % at 10 µM; hit rate 0.22% among 360,000; in the data active = inhibition above about 35%, passing the limit was not always enough; note: plate controls were buffer without enzyme for full effect and enzyme alone for no effect
BoNT A protease – inhibitors of Botulinum neurotoxin A light chain protease; multiplex microsphere protease substrate cleavage, flow cytometry; inhibition, % at 10 µM; hit rate 0.17% among 360,000; AID 588499; note: plate controls were buffer without enzyme for full effect and enzyme alone for no effect
FadD28 binding – inhibitors of Mycobacterium tuberculosis FadD28 bisubstrate binding | inhibition, % at 12.5 µM | AID 588549 | FadD28 bisubstrate probe binding, fluorescence polarization | hit rate 0.22% among 360,000; in the data active = inhibition above about 8.5%, passing the limit was not always enough
PfHsp40 rescue – compounds rescuing yeast from Plasmodium falciparum HSP40 toxicity; growth rescue, % at 12.5 µM; S. cerevisiae expressing PfHsp40, growth rescue, ATP luminescence; hit rate 0.68% among 340,000; in the data active = growth rescue above about 28%, passing the limit was not always enough;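 note: yeast W303a lacking pdr1 and pdr3 grown in galactose medium; growth measured after three days at 30 °C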
Mtb FBA inh – Mtb fructose-bisphosphate aldolase inhibition. inhibition, % at 1 µM. purified M. tuberculosis FBA, fluorescence read-out. P9WQA3. hit rate 2.3% among 360,000; in the data active = inhibition above about 27%;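 note: 0% = vehicle and 100% = reference inhibitor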
Target sequence (P9WQA3 whole entry, looked up): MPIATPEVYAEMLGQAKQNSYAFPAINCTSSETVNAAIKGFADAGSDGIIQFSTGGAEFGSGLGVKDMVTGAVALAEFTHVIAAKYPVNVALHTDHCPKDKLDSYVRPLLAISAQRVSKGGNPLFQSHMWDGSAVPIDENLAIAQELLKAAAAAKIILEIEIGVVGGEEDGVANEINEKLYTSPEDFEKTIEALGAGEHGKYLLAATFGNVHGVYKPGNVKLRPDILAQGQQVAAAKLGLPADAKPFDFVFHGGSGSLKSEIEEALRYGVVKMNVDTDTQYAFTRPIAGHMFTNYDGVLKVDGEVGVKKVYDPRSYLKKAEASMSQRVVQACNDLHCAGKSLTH
Anthrax LF inh2 – blocks Bacillus anthracis lethal factor protease; inhibition, % at 10 µM; multiplex microsphere protease cleavage assay, LF; AID 588501; hit rate 0.12% among 360,000; note: plate controls were buffer without enzyme for full effect and enzyme alone for no effect
BioA inh – BioA (M. tuberculosis) enzyme inhibition; purified M. tuberculosis BioA enzyme, plate reader; inhibition, % at 9.99 µM; hit rate 0.096% among 360,000; in the data active = inhibition above about 40%
GDH-TPI inh – counter-screen for M. tuberculosis FBA inhibitors: GDH-TPI coupled enzymes; GDH-TPI coupled enzyme counterscreen, NADH absorbance; inhibition, % at 4.8 µM; hit rate 1.2% among 360,000; in the data active = inhibition above about 30%;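 note: 0% = DMSO wells and 100% = wells lacking the enzyme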
* hit, by the source's call; nt = not tested or not shown; & = joins results of further samples. Cut-off read from the data, not from the text of the source, unless noted: active = inhibition above about 30%; inconclusive = no clear call, values can overlap the other calls; inactive = below that. No enrichment for hits (roughly 4.7% active in at least one column).

SMILES	UGM FP inh	BoNT-F LC inh	BoNT A protease	FadD28 binding	PfHsp40 rescue	Mtb FBA inh	Anthrax LF inh2	BioA inh	GDH-TPI inh
O=C(CN1CCN(c2cccc(Cl)n2)CC1)N1CC(O)CO1 (configuration not stated)	-1.9	-3	-0.7	-1.6	0.1	0	3	nt	11
O=C(CSc1nccc(=O)[nH]1)NC1CCCCCC1	0.6	-10	-0.2	-2.7	-0.1	-2	-5	-0.2	0
COc1ccc(CCNC(=O)Nc2cccc([N+](=O)[O-])c2)cc1OC	-2.1	4	-0.1	-4.1	0.6	-2	-6	nt	-5
CNC(=S)NNC(=O)c1c(C)nc2cc(C)ccn12	-1.3	-3	0.4	-1.7	0.3	0	3	-0.3	11
Cc1ccccc1CN1CCNC1=O	0.3	-2	2.4	-4.9	-0.8	-2	-9	1.1	-11
CC12CCC(=O)N1C(C(=O)Nc1nnc(SCc3ccccc3F)s1)CS2 (configuration not stated)	-1.1	-2	3.5	-0.6	-0.1	0	-2	-0.2	3
O=[N+]([O-])c1cccc(N/N=C/c2cccc3ccccc23)c1	1.7	-14	-0.6	-3.4	2.0	-1	-5	nt	3
Cc1cn([C@H]2C[C@H](O)[C@@H](CNCc3cc(Br)ccc3OCc3ccccc3)O2)c(=O)[nH]c1=O	nt	-12	-0.3	-1.0	nt	2	-4	1.5	-3
O=C(CCNC(=O)c1ccc(Br)cc1)Nc1nc2ccccc2[nH]1	nt	-18	-5.6	-2.4	-0.3	-3	-4	-0.9	1
C=CCn1c(Cn2nnc3ccccc32)nnc1SCC(=O)N/N=C/c1cc(Br)cc(OC)c1O	-4.5	-6	0.2	0.5	0.7	2	-5	2.3	34*
CC(=O)Nc1ccc(C(=O)N2CCCCC2c2cc(C(=O)Nc3ccccc3Cl)no2)cc1 (configuration not stated)	nt	0	0.0	-4.4	nt	-3	-3	-0.4	7
COc1ccc(-c2nnc(SCC(=O)NCc3cccs3)n2C)cc1	-1.1	-7	-1.2	-1.0	-1.9	3	0	0.1	7
CCOC(=O)c1c(S(=O)(=O)N2CCCC(C(=O)Nc3ccc(C)cn3)C2)c(C)n(C)c1C (configuration not stated)	-0.6	7	1.8	0.4	-1.6	3	-1	-1.6	1
Cc1cc(NCCN2CCOCC2)n2ncc(-c3ccccc3)c2n1	-0.2	-26	-1.2	-4.8	0.5	0	0	0.7	16
Cc1ccc(NC(=O)CCC(=O)c2ccc(F)cc2)cc1Cl	0.9	-4	-0.3	-1.6	-0.6	0	1	0.3	-10
O=C(O)/C=C/C(=O)Nc1nc(-c2ccc3ccccc3c2)cs1	-0.5	-3	-0.6	-3.9	1.7	2	-8	nt	5
Cc1n[nH]c2ccc([N+](=O)[O-])cc2c1=O	nt	-2	-0.2	-3.7	nt	-5	2	-0.6	16
O=S1(=O)CC(N2CCN(CCO)CC2)CN1CCc1ccccc1 (configuration not stated)	nt	7	0.3	-0.5	nt	3	6	0.3	nt
COC(C(=O)Nc1c(F)cccc1F)c1ccccc1 (configuration not stated)	-0.4	7	1.0	3.2	0.2	6	5	-5.9	4
Cc1cc(NC(=O)COc2ccc3ccccc3c2)no1	-0.7	-4	-0.1	-2.2	-0.5	2	-1	-2.8	-3
O=C(Nc1cccc(Cl)c1)OCc1cncs1	-0.3	-22	-1.4	-1.7	-0.2	2	-1	nt	8
CN(c1ccc(F)cc1)S(=O)(=O)c1ccc(Cl)c(C(=O)NCc2ccco2)c1	2.1	-4	-0.4	-4.4	0.2	-2	0	1.8	7
Cc1nc(NC(=O)CN2CCOCC2)sc1-c1ccccc1	2.1	-3	-0.6	-3.3	-0.1	5	0	1.4	-5
CC(C)C1N=C(c2ccc3c(c2)OCO3)CC(c2ccccc2O)N1 (configuration not stated)	-0.2	5	0.6	-2.2	6.7	-4	0	3.3	21
CCOC(=O)Nc1ccc(NC(=O)c2c(OC)cccc2OC)cc1	-2.6	8	0.0	-2.2	0.7	3	-1	-1.3	-3
CCCn1c(N2CCN(Cc3ccc(Cl)cc3)CC2)nc2ccccc21	1.8	-7	-0.2	-16	0.7	-4	1	14	-9
CC(=O)Nc1ccc(CNc2nc3cc(-c4cccc(C(F)(F)F)c4)sc3c(=O)n2C)cc1	nt	0	-0.2	-1.5	nt	3	2	-2.9	10
Cc1cccc(/C(N)=N/OC(=O)COc2ccc(Cl)cc2)c1	1.5	-4	-0.4	-0.5	0.3	0	-2	-2.2	16
COc1ccccc1CNC(=O)C/C(C)=N/NC(=O)Cc1ccc(OC)c(OC)c1	1.4	-6	-1.1	-1.1	-2.4	-2	-3	nt	6
Cc1cc(C)c(OCC(=O)N(Cc2cccs2)C2CCS(=O)(=O)C2)c(C)c1 (configuration not stated)	0.6	-3	-2.3	0.8	1.4	1	-1	0.3	-1

Not a retest: an excerpt of the list.
SMILES	UGM FP inh	BoNT-F LC inh	BoNT A protease	FadD28 binding	PfHsp40 rescue	Mtb FBA inh	Anthrax LF inh2	BioA inh	GDH-TPI inh
COC(C(=O)Nc1c(F)cccc1F)c1ccccc1 (configuration not stated)	-0.4	7	1.0	3.2	0.2	6	5	-5.9	4
Cc1cc(NC(=O)COc2ccc3ccccc3c2)no1	-0.7	-4	-0.1	-2.2	-0.5	2	-1	-2.8	-3
O=C(Nc1cccc(Cl)c1)OCc1cncs1	-0.3	-22	-1.4	-1.7	-0.2	2	-1	nt	8
CN(c1ccc(F)cc1)S(=O)(=O)c1ccc(Cl)c(C(=O)NCc2ccco2)c1	2.1	-4	-0.4	-4.4	0.2	-2	0	1.8	7
Cc1nc(NC(=O)CN2CCOCC2)sc1-c1ccccc1	2.1	-3	-0.6	-3.3	-0.1	5	0	1.4	-5
CC(C)C1N=C(c2ccc3c(c2)OCO3)CC(c2ccccc2O)N1 (configuration not stated)	-0.2	5	0.6	-2.2	6.7	-4	0	3.3	21
CCOC(=O)Nc1ccc(NC(=O)c2c(OC)cccc2OC)cc1	-2.6	8	0.0	-2.2	0.7	3	-1	-1.3	-3
CCCn1c(N2CCN(Cc3ccc(Cl)cc3)CC2)nc2ccccc21	1.8	-7	-0.2	-16	0.7	-4	1	14	-9
CC(=O)Nc1ccc(CNc2nc3cc(-c4cccc(C(F)(F)F)c4)sc3c(=O)n2C)cc1	nt	0	-0.2	-1.5	nt	3	2	-2.9	10
Cc1cccc(/C(N)=N/OC(=O)COc2ccc(Cl)cc2)c1	1.5	-4	-0.4	-0.5	0.3	0	-2	-2.2	16
COc1ccccc1CNC(=O)C/C(C)=N/NC(=O)Cc1ccc(OC)c(OC)c1	1.4	-6	-1.1	-1.1	-2.4	-2	-3	nt	6
Cc1cc(C)c(OCC(=O)N(Cc2cccs2)C2CCS(=O)(=O)C2)c(C)c1 (configuration not stated)	0.6	-3	-2.3	0.8	1.4	1	-1	0.3	-1

More structures follow:
SMILES	UGM FP inh	BoNT-F LC inh	BoNT A protease	FadD28 binding	PfHsp40 rescue	Mtb FBA inh	Anthrax LF inh2	BioA inh	GDH-TPI inh
Cc1cc2c(=O)[nH]c(Cc3ccccc3)nc2s1	0.0	-6	-0.6	0.6	0.5	-2	-2	-0.5	16
O=C(Nc1ccccc1)Nc1c(F)cccc1F	-1.1	3	0.4	-1.3	-1.4	-2	0	nt	-1
CN(C)CCCN(C(=O)c1ccc(S(=O)(=O)N2CCCCCC2)cc1)c1nc2cc3c(cc2s1)OCO3	nt	-4	0.0	-0.8	nt	-3	-3	0.2	9
COCCn1c(=S)[nH]c2cc(C(=O)NCC3CCCO3)ccc2c1=O (configuration not stated)	0.2	4	0.7	-2.1	0.6	1	-2	nt	10
O=C(NCc1ccc(Cl)cc1)c1ccc2nc[nH]c2c1	nt	1	0.5	-3.4	-0.7	2	0	nt	-3
Cc1cc(Cl)c(Cl)cc1S(=O)(=O)NCCCn1ccnc1	-2.7	-10	-0.9	-1.6	0.8	2	8	0.6	3
O=C(Nc1ccccc1)O/N=C/c1ccncc1	-0.9	1	1.0	-2.1	-0.9	-1	11	2.1	-2
Cc1ccc(Cl)c(Cn2cnc3c(cnn3C(C)(C)C)c2=O)c1F	-1.8	-7	-0.3	-1.5	1.8	-1	-7	0.1	2
O=C(NCc1ccco1)C(=O)c1cn(CC(=O)N2CCCCCC2)c2ccccc12	1.3	-3	10	-4.3	0.4	-1	13	nt	5
COc1ccc(CN(C)CC(O)COC(c2ccccc2)c2ccccc2)c(OC)c1OC (configuration not stated)	0.1	1	3.3	-6.3	0.5	-2	-2	4.4	-3
COC(=O)[C@@H](Cc1c[nH]c2ccccc12)NCc1ccc(B(O)O)cc1	nt	-5	0.0	-1.4	-0.8	1	8	-0.9	8
C=CCn1c(SCC(=O)c2ccc(OC)cc2)nnc1-c1cc2cccc(OC)c2o1	4.1	1	-0.1	-1.7	-0.7	2	-1	-1.8	17
CCn1cc(C(=O)OCC(=O)NCc2ccc3c(c2)OCO3)c(=O)c2ccc(C)nc21	1.0	3	-0.1	-1.2	-1.7	-1	-2	2.0	12
CC(=O)c1ccc(NC(=S)NCc2ccco2)cc1	-0.3	-5	-0.6	-4.4	0.3	2	-8	nt	0
CCOc1ccc(OCC)c(NC(=O)CCCN2C(=S)NC(C)(C)CC2C)c1 (configuration not stated)	6.1	-2	-0.2	1.2	2.8	0	-2	-0.8	19
O=c1c2ccccc2nc(COc2ccccc2)n1/N=C/c1ccc(O)cc1O	1.0	-13	-0.8	-3.4	52*	19	-7	nt	17
N#C/C(=C/c1ccc(CNC(=O)C(=O)Nc2cc(Cl)cc(Cl)c2)o1)C(=O)NCc1cccnc1	-0.3	-3	0.2	-0.9	1.2	0	-1	nt	-4
O=C(CCS(=O)(=O)c1ccc(Cl)cc1)Nc1ccc(N2CCOCC2)cc1	-4.3	-5	-0.5	-2.9	0.3	2	-8	-0.4	-10
C[C@@H]1CN([C@@H](C)CO)C(=O)c2cc(Br)cnc2O[C@@H]1CN(C)Cc1ccc(Oc2ccccc2)cc1	nt	-4	0.0	-3.5	nt	-2	-3	-0.5&-0.2	6
O=S(=O)(Nc1ccc(S(=O)(=O)N2CCCC2)cc1)c1ccc(F)cc1F	2.6	3	-0.2	-1.2	-1.3	2	-2	-1.4	14
CN(C)CCCNc1nc2cc(-c3cnn(Cc4ccccc4)c3)sc2c(=O)n1C	nt	-4	0.3	-0.9	nt	8	3	1.2	14
O=C(c1ccccc1)N1N=C(c2ccccc2)CC1c1ccc2nccnc2c1 (configuration not stated)	2.5	7	1.2	-1.8	-1.4	-1	0	0.9	4
